TAAR1 ag = human TAAR1 agonists, primary screen, Fluo-8 calcium fluorescence, CHO RD-HGA16 cells. vehicle wells 0%, saturating PEA agonist 100%. 360,000 tested, 0.99% active. activation, % at 3 µM. AID 624467, 2012;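 active means activation above the mean activation of all test compounds in the run plus 3 SD, cut at about 38% in these data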
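Signal – calcium-sensitive Fluo-8 signal, excitation 470-495, emission 515-575 nm · System – RD-HGA16 (CHO) cells co-expressing Gα16 and hTAAR1 · Incubation – 17-24 h seeding, 75 min 37 °C dye, 30 min RT · Compound dosing – 3 µM single concentration · Repeats – no replicates (n 1)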
CHO-K1 Ca antag = nonselective inhibitor or artifact in parental CHO-K1 cells; inhibition, % at 3 µM; 360,000 tested, 0.6% active; AID 602250; ATP-induced calcium, Fluo-8 fluorescence;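 active means inhibition above a per-plate cutoff, the plate's mean sample inhibition plus 3 SD, cut at about 24% in these data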;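 further: 0% = DMSO plus EC80 ATP and 100% = DMSO alone without ATP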
CHO-K1 Ca PAM = nonselective calcium activators in parental CHO-K1 cells, primary screen, counter-screen for M1 PAM project, cell-based, Fluo-8 calcium fluorescence, full deck, 1536-well; activation, % at 3 µM; AID 602247, 2012; 360,000 tested, 0.02% active; ATP EC20; 0% at ATP EC20, 100% at ATP max;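 active means activation above the run cutoff, the mean activation of all test compounds plus 3 SD, cut at about 40% in these data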;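 further: peak over basal fluorescence ratio in a 140 s read after ATP addition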
CHRM1 antagonist = human M1 muscarinic receptor antagonists, primary screen, CHO-K1 cells, Fluo-8 calcium fluorescence, 1536-well | Muscarinic acetylcholine receptor M1 (Homo sapiens), P11229 | inhibition, % at 3 µM | 360,000 tested, 1.3% active | CHO-K1 hM1, ACh EC80 antagonist;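 active means percent inhibition above its own plate's cutoff, namely the mean of that plate's compound wells plus 3 SD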;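 further: peak over basal fluorescence ratio during 140 s after agonist addition; 0% = ACh EC80 plus DMSO and 100% = DMSO alone without agonist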
Target sequence (P11229 whole entry, looked up): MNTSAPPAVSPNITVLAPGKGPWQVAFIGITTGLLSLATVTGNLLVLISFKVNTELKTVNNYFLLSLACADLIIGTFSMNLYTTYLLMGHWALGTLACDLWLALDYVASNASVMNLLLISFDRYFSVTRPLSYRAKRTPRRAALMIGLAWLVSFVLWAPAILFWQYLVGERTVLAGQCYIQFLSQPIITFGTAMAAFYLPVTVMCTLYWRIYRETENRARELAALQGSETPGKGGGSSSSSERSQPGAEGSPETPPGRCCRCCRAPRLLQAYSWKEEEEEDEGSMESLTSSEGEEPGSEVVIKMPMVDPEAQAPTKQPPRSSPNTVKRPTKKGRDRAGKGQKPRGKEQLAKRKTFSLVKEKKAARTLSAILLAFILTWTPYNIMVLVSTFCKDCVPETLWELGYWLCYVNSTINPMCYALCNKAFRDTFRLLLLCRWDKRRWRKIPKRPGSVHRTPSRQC
OXTR potentiate = human OXTR potentiators, primary screen, fluorescence, CHO-OTR cells, Fluo-8 calcium; Oxytocin receptor (Homo sapiens), P30559; Fluo-8 calcium fluorescence, potentiator mode; 0% = oxytocin EC15, 100% = EC100; activation, % at 3 µM; 320,000 tested, 0.061% active; AID 2445, 2010;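 active means activation above that plate's cutoff, the mean activation of tested compounds plus 3 SD, cut at about 6.6% in these data, passing the limit was not always enough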;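 further: 100% uses oxytocin at 75 nM as the full agonist control; some results filed as inactive read as strong as hits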
Target sequence (P30559 whole entry, looked up): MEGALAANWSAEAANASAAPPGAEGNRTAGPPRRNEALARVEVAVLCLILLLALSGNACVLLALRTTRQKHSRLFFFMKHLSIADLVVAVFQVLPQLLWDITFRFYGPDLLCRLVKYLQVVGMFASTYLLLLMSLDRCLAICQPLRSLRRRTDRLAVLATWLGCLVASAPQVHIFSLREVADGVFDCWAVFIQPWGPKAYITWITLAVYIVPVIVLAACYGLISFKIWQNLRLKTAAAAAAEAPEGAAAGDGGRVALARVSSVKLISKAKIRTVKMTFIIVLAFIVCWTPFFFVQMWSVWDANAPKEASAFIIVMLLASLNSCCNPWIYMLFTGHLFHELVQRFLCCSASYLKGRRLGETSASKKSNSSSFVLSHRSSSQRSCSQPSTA
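test system = CHO-OTR cells, human receptor | compound = single-point 3.0 µM | schedule = 6 min compound pre-incubation at room temperature, 100 s kinetic read | signal = Fluo-8 no-wash calcium dye fluorescence, excitation 470-495 nm, emission 515-575 nm | repeats = single well per compound, singlicate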
M1 ag parental = counter-screen for M1 agonists: effect in parental CHO-K1 cells. Fluo-8 calcium fluorescence; scaled to maximal ATP response, vehicle zero. activation, % at 3 µM. 360,000 tested, 0.48% active; in the data active means activation above about 15%;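 further: untransfected CHO-K1 host cells lacking M1 receptor as counterscreen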
CHRM1 agonist = human M1 muscarinic receptor agonists, primary screen, Fluo-8 calcium fluorescence, CHO-K1 cells, HTS; activation, % at 3 µM; Muscarinic acetylcholine receptor M1 (Homo sapiens), P11229; CHO-K1 hM1, agonist mode; 0% DMSO, 100% acetylcholine EC100; 360,000 tested, 0.33% active;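 active means activation above the run's mean compound activation plus 3 SD, cut at about 16% in these data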;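 further: peak over basal fluorescence ratio within a 140 s kinetic read after compound addition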
CHO parental Ca = ATP-evoked calcium signal inhibitors, parental CHO, primary screen, counter-screen for OX1R antagonist project, cell-based, fluorescence, Fluo-8 calcium dye. AID 463079, 2010. 330,000 tested, 0.63% active. inhibition, % at 5.6 µM. parental CHO-K1, ATP-induced calcium, Fluo-8 fluorescence;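 active means inhibition above that plate's mean sample inhibition plus 3 SD, cut at about 26% in these data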;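 further: 0% = ATP-challenged DMSO wells and 100% = DMSO wells without ATP; some compounds past the cut are filed as inactive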
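Material: parental CHO cells / Compound: single nominal dose of 5.6 µM per compound / Signal: Fluo-8 fluorescence / Replicates: singlicate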
TAAR1 antagonist = human TAAR1 antagonists, primary screen, Fluo-8 calcium fluorescence, CHO RD-HGA16 cells | antagonist | inhibition, % at 3 µM | 360,000 tested, 1.5% active;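 active means inhibition above a per-plate cutoff, the mean inhibition of test compounds on that plate plus 3 SD, cut at about 49% in these data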;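 further: 0% = DMSO plus EC80 beta-PEA response and 100% = DMSO alone without agonist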
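Test system: RD-HGA16 CHO cells with stable hTAAR1 and Gα16 / Probe or stimulus: EC80 β-phenethylamine stimulus / Times: seeding 17-24 h prior, 75-min 37 °C, 30-min RT dye loading / Detection: Fluo-8 calcium-sensitive fluorescence / Read-out basis: % inhibition scaled between DMSO and EC80 PEA controls / Repeats: singlicate, one well per test compound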
Numbers without * were called inactive; · = no result given.

SMILES	TAAR1 ag	CHO-K1 Ca antag	CHO-K1 Ca PAM	CHRM1 antagonist	OXTR potentiate	M1 ag parental	CHRM1 agonist	CHO parental Ca	TAAR1 antagonist
Cc1ccccc1NC(=O)OCc1cccnc1Sc1ccc(Cl)cc1	1	-6	17	-16	-18	0.9	-4	-12	28
CC1C(=O)N(Cc2ccccc2F)c2ccccc2N1C(=O)c1c(F)cccc1F (configuration not stated)	5	-6	0	12	-13	6.1	-3	62*	52*
O=C(O)c1ccccc1N/N=C/c1cc(Br)cc(Br)c1O	-2	-22	20	-21	-23	-0.4	6	2	-16
CSC1=NC(=O)/C(=C\c2cccc3ccccc23)S1	1	9	-11	2	-23	2.0	-4	-3	-5
S=c1nc[nH]c2c1cnn2-c1ccccc1	2	9	-21	-12	-2	4.0	-3	3	-10
CC(OC(=O)Cc1c[nH]c2ccccc12)C(=O)NC1(C#N)CCCCC1 (configuration not stated)	3	1	7	-13	-2	0.9	1	-11	-14
CCCn1c(-c2ccc(OC)cc2)nc2c(=O)n(C)c(=O)[nH]c21	1	-3	13	-4	-6	3.7	-3	13	0
CC(=O)c1cc2c(cc1NC(=O)CN1CCN(c3cccc(C(F)(F)F)c3)CC1)OCO2	9	3	5	6	-4	2.3	-4	-4	-4
CCc1nc2ccccc2n1CC(=O)N1CCN(S(=O)(=O)c2cccc(C(F)(F)F)c2)CC1	13	8	-1	2	4	3.2	-2	-14	40
CC(C)CC(=O)Nc1ccc(-c2cn3cccnc3n2)cc1	3	10	-4	3	-3	0.0	-5	-4	-7
Cc1cccc(NC(=O)c2ccccc2Br)n1	2	-4	18	-9	-10	1.1	-1	-3	0
Cc1ccc(NS(=O)(=O)c2cc(NC(=O)c3ccc4c(c3)NC(=O)CS4)ccc2Cl)c(C)c1	6	2	-1	5	-12	1.0	-4	16	31
C=C1CCN([C@H](C(=O)NCc2ccco2)C(C)C)S(=O)(=O)c2ccccc21	1	-21	4	-16	0	-0.4	-7	-19	-6
O=C(COc1cccnc1[N+](=O)[O-])Nc1ncc(Cl)cc1Cl	11	-16	-1	-11	-6	0.2	0	-18	-20
COC(=O)c1sccc1NC(=O)Nc1cccc([N+](=O)[O-])c1	-1	2	6	-12	-1	6.6	-2	-8	20
CCOc1ccc2nc(NCCNC(=O)C(C)(C)C)c(C)cc2c1	0	-7	9	-5	-6	7.3	-7	-6	-14
COc1ccccc1CCc1nnc(CCC(=O)NC(C)Cn2nc(C)cc2C)o1 (configuration not stated)	0	-6	19	-10	-14	0.3	-7	-13	-6
COC(=O)CSc1cc(C(F)(F)F)nc(-c2ccccn2)n1	11	-3	22	-2	1	0.7	-3	-1	11
O=C(NNC(=O)c1cccs1)c1ccc(Cl)nc1	1	8	-8	-11	-2	0.3	0	15	6
CC(C)CN1CC(Br)C(=O)NC1=O (configuration not stated)	0	-11	20	-4	·	1.3	-1	·	11

Reformatted field by field: part of the list above.
CC1C(=O)N(Cc2ccccc2F)c2ccccc2N1C(=O)c1c(F)cccc1F (configuration not stated)
  TAAR1 ag: 5 | CHO-K1 Ca antag: -6 | CHO-K1 Ca PAM: 0 | CHRM1 antagonist: 12 | OXTR potentiate: -13 | M1 ag parental: 6.1 | CHRM1 agonist: -3 | CHO parental Ca: 62* | TAAR1 antagonist: 52*
O=C(O)c1ccccc1N/N=C/c1cc(Br)cc(Br)c1O
  TAAR1 ag: -2 | CHO-K1 Ca antag: -22 | CHO-K1 Ca PAM: 20 | CHRM1 antagonist: -21 | OXTR potentiate: -23 | M1 ag parental: -0.4 | CHRM1 agonist: 6 | CHO parental Ca: 2 | TAAR1 antagonist: -16
CSC1=NC(=O)/C(=C\c2cccc3ccccc23)S1
  TAAR1 ag: 1 | CHO-K1 Ca antag: 9 | CHO-K1 Ca PAM: -11 | CHRM1 antagonist: 2 | OXTR potentiate: -23 | M1 ag parental: 2.0 | CHRM1 agonist: -4 | CHO parental Ca: -3 | TAAR1 antagonist: -5
S=c1nc[nH]c2c1cnn2-c1ccccc1
  TAAR1 ag: 2 | CHO-K1 Ca antag: 9 | CHO-K1 Ca PAM: -21 | CHRM1 antagonist: -12 | OXTR potentiate: -2 | M1 ag parental: 4.0 | CHRM1 agonist: -3 | CHO parental Ca: 3 | TAAR1 antagonist: -10

The listing continues.
SMILES	TAAR1 ag	CHO-K1 Ca antag	CHO-K1 Ca PAM	CHRM1 antagonist	OXTR potentiate	M1 ag parental	CHRM1 agonist	CHO parental Ca	TAAR1 antagonist
Cc1ccc2c(c1)C(c1ccccc1)N(C(=O)c1cccc([N+](=O)[O-])c1)CC(=O)N2 (configuration not stated)	7	-11	-6	8	-1	4.3	-4	-11	6
COC(=O)CSc1nnc(-c2ccccc2O)n1-c1ccc(C)cc1	11	-23	20	-7	-18	0.5	-5	-3	-9
CC(OC(=O)c1cccs1)C(=O)NC1CCCCC1C (configuration not stated)	9	10	-2	-4	0	-0.3	-4	-17	-14
COc1cc(C(=O)NC(=S)Nc2ccccc2N2CCOCC2)cc(OC)c1OC	-2	-3	-7	-2	-4	2.1	-4	-25	19
O=C(C1CCCN(Cc2ccccc2[N+](=O)[O-])C1)N1CCCC1 (configuration not stated)	3	-11	-1	-17	·	0.8	-9	·	-23
COc1ccc(/C=C2\SC(=S)N(CCC(=O)NC3=NCCS3)C2=O)cc1OC	1	-3	23	-9	-7	0.5	-4	-14	0
O=C(CN1CCN(c2ccc(F)cc2)CC1)c1ccc2c(c1)OCO2	4	-9	11	-6	-8	0.8	-4	2	1
CCn1cc(CNC(=O)c2cccc([N+](=O)[O-])c2)c(C)n1	1	8	5	-2	1	1.3	-2	-6	-21
Cc1cccc(C)c1NC(=O)C(c1cccs1)N(Cc1ccco1)C(=O)Cn1nnc2ccccc21 (configuration not stated)	9	-14	14	7	-3	6.1	-3	-20	19
CCN1Cc2c(cc(OC)c(OC)c2OC)-c2ccccc2S1(=O)=O	1	-10	12	-10	·	1.4	-2	-1	-4
CC(C)(C)c1ccc(C(=O)NCCNC(=O)c2ccco2)cc1	-3	-5	5	-9	-3	1.0	-1	-10	6
N#Cc1cc2c(nc1SCC(=O)Nc1sc3c(c1C#N)CCC3)CCCCCC2	5	-5	-1	-9	-2	0.2	-2	-14	-16
COc1ccccc1NC(=O)c1ccc(NC(=O)COC(=O)c2cncc(Br)c2)cc1	8	-3	3	9	-7	5.2	-5	-15	16
Nc1nc(-c2ccco2)c(-c2ccco2)s1	15	-3	9	-4	-3	-0.2	-3	-14	-6
CCN(CC)CCCNC(=O)CSc1nc(-c2ccc(F)cc2)cc(C(F)(F)F)n1	0	1	-7	5	-1	0.5	-8	-3	-17
CC(C)(C)P(=O)(CO)c1ccccc1 (configuration not stated)	2	-10	11	-8	5	0.4	-4	2	-19
COc1ccc(CN2C(=O)Cc3c2nc(N)c2c(N)nc(N4CCOCC4)c(C#N)c32)cc1	3	-7	6	7	-3	0.3	-5	7	-26
COc1cccc(CNc2nc(NCC3CC3)nc3ccsc23)c1	31	15	-10	16	·	8.0	-1	·	22
O=C(c1ccc2ncsc2c1)N1CCN(c2ccc(O)cc2)CC1	7	0	13	-12	-5	0.0	-3	-20	10
Cc1nnc(SCC(=O)NC(=O)NC(C)(C)C)n1N	10	-7	25	-15	6	0.7	-2	9	-12
CC(C)C(=O)N(c1ccc2oc(=O)sc2c1)S(=O)(=O)c1cccs1	7	-3	10	-20	1	0.4	-2	-6	-16
COc1ccc(CC(=O)N2CCN(c3cccc(C)c3C)CC2)cc1	2	-4	0	6	-13	0.6	0	-4	1
COc1ccc2c(c1)nc(CN1CCN(CCO)CC1)n2C	2	2	15	-12	0	0.5	-6	-7	1
CCCC/C=C/[C@H](c1ccccc1)[C@H](CO)Cc1cccnc1	16	-15	23	8	-6	0.9	-10	-24	28
COc1cc([N+](=O)[O-])ccc1NC(=O)COC(=O)c1c[nH]c(=O)[nH]c1=O	1	-8	23	-10	2	4.1	-1	-3	1
CCS(=O)(=O)N1Cc2ccccc2CC1C(=O)NCCc1ccccc1 (configuration not stated)	34	-10	-8	-5	-3	5.4	-5	-27	-2
COc1ccccc1C1/C(=C(/O)c2ccccc2)C(=O)C(=O)N1CCO (configuration not stated)	0	-12	2	-15	-3	0.3	-3	-7	-6
CC(C)(C)c1ccc(C(=O)Nc2ccc(O)c3c(=O)cc(-c4cccc(Cl)c4)oc23)cc1	10	-14	7	-6	-2	0.2	-2	-23	32
COc1cc2c(cc1NC(=O)CSc1cccc[n+]1[O-])oc1ccccc12	2	-7	26	-8	0	0.4	-6	3	1
Cc1cc(N2C(=O)C(O)=C(C(=O)c3ccc(C)o3)C2c2cccc(Oc3ccccc3)c2)no1 (configuration not stated)	3	-1	-12	-2	-5	-0.4	-2	-18	-23
CNS(=O)(=O)c1cccc(C(=O)OCc2cc(=O)oc3c(C)c(O)ccc23)c1	9	-8	12	2	-11	15*	1	23	37
CCOc1ccccc1C(=O)N1CCN=C1SCc1cccnc1	-1	-13	14	-5	-9	0.1	-5	-9	15
CC(C)CN(C(=O)COC(=O)c1cc2c(s1)CCC2)C1CCS(=O)(=O)C1 (configuration not stated)	-1	10	-3	6	-11	1.2	-2	-13	-1

Retrieved by compound from the entries so far, 7 records:
SMILES	TAAR1 ag	CHO-K1 Ca antag	CHO-K1 Ca PAM	CHRM1 antagonist	OXTR potentiate	M1 ag parental	CHRM1 agonist	CHO parental Ca	TAAR1 antagonist
COc1ccc2c(c1)nc(CN1CCN(CCO)CC1)n2C	2	2	15	-12	0	0.5	-6	-7	1
COc1ccccc1C1/C(=C(/O)c2ccccc2)C(=O)C(=O)N1CCO (configuration not stated)	0	-12	2	-15	-3	0.3	-3	-7	-6
COc1ccc(CC(=O)N2CCN(c3cccc(C)c3C)CC2)cc1	2	-4	0	6	-13	0.6	0	-4	1
CNS(=O)(=O)c1cccc(C(=O)OCc2cc(=O)oc3c(C)c(O)ccc23)c1	9	-8	12	2	-11	15*	1	23	37
CC(C)CN(C(=O)COC(=O)c1cc2c(s1)CCC2)C1CCS(=O)(=O)C1 (configuration not stated)	-1	10	-3	6	-11	1.2	-2	-13	-1
COc1cc2c(cc1NC(=O)CSc1cccc[n+]1[O-])oc1ccccc12	2	-7	26	-8	0	0.4	-6	3	1
CCOc1ccccc1C(=O)N1CCN=C1SCc1cccnc1	-1	-13	14	-5	-9	0.1	-5	-9	15
